IkB signaling = IkB Signaling | 110,000 compounds, 0.04% hits | ABC-DLBCL IkBa-CBG/CBR dual luciferase ratio, 4 h; response scale: scaled: untreated 0%, proteasome inhibitor 100% | Potency, µM (highest dose often 57.1 µM), without a hit: top-dose IkBa stabilization activation; active = well fitted curve in the direction sought with a large enough effect in the signal ratio, not every such curve was filed as active; inconclusive = small, poorly fitted or top-dose-only effect, or a change in a side signal; the % refers to the signal ratio;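 note: the direction sought is a rising ratio; 0% = basal untreated cells and 100% = reference inhibitor full response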
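In this assay, an IκBα–CBG68 fusion accumulates when IKK-driven degradation is blocked; native CBR normalizes for cell number. OCI-Ly3 cells were treated 4 h with compound and doxycycline, then green and red light read after Chroma-Glo addition.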
p53ts 39C tox = qHTS Screen for Compounds that Selectively Target Cancer Cells with p53 Mutations: Cytotoxicity of p53ts Cells at the Nonpermissive Temperature | H1299-p53A138V viability at 39C, ATP luminescence, 24 h | Potency, µM (doses to about 46.1 µM), inactives show top-dose activity change, negative = cell killing, most hits filed as cytotoxic | 130,000 compounds, 1.5% hits | AID 902, 2007; note: nearly all actives have a fitted effect of over 55% in size
p53ts 32C tox = qHTS Screen for Compounds that Selectively Target Cancer Cells with p53 Mutations: Cytotoxicity of p53ts Cells at the Permissive Temperature; H1299-p53A138V at 32C, ATP luminescence viability, 24 h; 130,000 compounds, 0.93% hits; Potency, µM (highest dose often 46.1 µM), inactives show at the highest dose activity change, negative = cytotoxicity, most hits filed as cytotoxic; AID 924, 2007;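 note: 0% = DMSO and -100% = full killing by reference compound; nearly all actives have a fitted effect of over 55% in size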
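Viability by ATPlite luminescence after 24 h compound treatment (up to 46 uM) at the permissive 32C. Cells are H1299 carrying p53 A138V. Scale runs from DMSO basal to 100 uM tamoxifen as full kill; AC50 from Hill fits.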
Imprint erasure = qHTS Assay for Compounds that Induce Erasure of Genomic Imprints | Potency, µM (top dose mostly 60.7 µM), for inactives: top-dose activity change, positive = activation, hits mostly activators | mouse ES Peg3-LacZ reporter, beta-gal luminescence, 40 h | 110,000 compounds, 0.02% hits;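 note: 0% = negative control wells on the plate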
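Readout: BetaGlo luminescence (5 min, room temp) for LacZ from the normally silent maternal Peg3 allele in female Peg3LacZ-Neo ES cells. Cells 300/well, 40 h, 37C, 5% CO2. Data normalized per plate to negative controls.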
An asterisk follows results filed as active; ? = inconclusive; . = not tested or not shown; & = joins results of further samples; [ ] = dose if it differs, or a comment. Unless noted, calls come from the whole dose curve; as a rule, active = well fitted curve in the direction sought with a large enough effect; inconclusive = small, poorly fitted or top-dose-only effect, or another doubt; inactive = no such curve, though single readings can be large; an effect the other way counts as inactive or inconclusive. Unless noted, % is set by controls: 0 for no effect and ±100 for the full control effect; potency is the fitted concentration of half-maximal effect.

Values run as follows: IkB signaling, p53ts 39C tox, p53ts 32C tox, Imprint erasure
O=C(Oc1cccc2c(OC(=O)N3CCOCC3)cccc12)N1CCOCC1
→ 0.5%, 11%, 7%, -1%
Cn1cc(-c2nc3cnc(Oc4cccc(Cl)c4)nc3n(CCC#N)c2=O)c2ccccc21
→ 0.7%[11.4 µM], 3%, -9%, .
COc1ccc(OC)c(CNC(=O)c2ccccc2NC(=O)c2nsc3ccccc23)c1
→ 0.8%, ?, -17%, -16%[10.9 µM]
Cc1ccc(CNC(=O)c2ccc(Nc3nc4ccccc4n4nnnc34)cc2)cc1
→ ?, -3%, 4%, 4%[10.9 µM]
CCOC(=O)NC1(Nc2ccc(Cl)cn2)Oc2ccccc2O1
→ 0.7%, 3%, -11%, -12%
CC12C=C(/C=C/c3ccc(F)cc3)C(C)(C1)C(c1ccc(F)cc1)CC2=O (stereo unspecified)
→ ., -3%[9.22 µM], 0%[9.22 µM], .
c1ccc2c(NC3=NCCCCS3)cccc2c1
→ ., 2%, -5%, .
CCCCN(CCCC)CCNC(=O)c1cn(C)c2ccc(S(=O)(=O)N3CCOCC3)cc2c1=O
→ 1.4%, 12%, 1%, -9%[10.9 µM]
Cc1c(S(=O)(=O)N2CCN(C(=O)c3ccco3)CC2)c(=O)n(C)c(=O)n1C
→ 1.1%, 15%, 2%, -4%
CCNC(=O)[C@H](C)/C=C/C(NC(=O)OCc1ccccc1)c1ccc(C(=O)OC)cc1 (stereo partly specified)
→ ., -10%, 3%, -18%
CC(C)[C@@H](C(=O)O)N1C(=O)c2ccccc2C1=O
→ -1.0%[11.4 µM], 5%[9.22 µM], 2%[9.22 µM], 10%[10.9 µM]
O=C(O)c1ccc(NS(=O)(=O)c2cccc3cccnc23)cc1
→ -0.5%, 9%, -3%, -6%
CCC(CC)C(=O)Oc1c(Sc2ccccc2[N+](=O)[O-])c(C)nn1C(C)(C)C
→ ., 8%, -20%, .
O=c1c2ccccc2nc(N2CCN(c3ccccc3)CC2)n1Cc1ccccc1
→ 1.1%, -3%, 4%, -24%
COc1ccc(CCNC(=O)C2CCN(S(=O)(=O)N3CCCCC3)CC2)cc1OC
→ -1.5%, 9%, 4%, -7%
O=C(c1cn(CCOc2ccc(Cl)cc2)c2ccccc12)C1CCCCC1
→ 1.6%, -17%, 6%, -6%[10.9 µM]
CC(C)CCn1cnc2c(c1=O)c1nc3ccccc3nc1n2Cc1ccc2c(c1)OCO2
→ 0.3%, 0%, -1%, 3%
COc1ccc(OCC2CN3C(CCC(C)C3c3ccc(Br)cc3)C(=O)O2)cc1 (stereo unspecified)
→ ., -4%&4%[9.22 µM], -1%&1%[9.22 µM], .
CCC1=C2CC[C@H]3C(=O)NC(=O)[C@H]3[C@H]2[C@@]2(C)C(=NCCOC)OC(=O)N2C1=O
→ ., 17%, 7%, -6%
Cc1c(NC(=O)c2ccc3c(c2)OCO3)c(=O)n(-c2ccccc2)n1C
→ 1.2%, 10%, -3%, 2%
COc1ccc(N2CCN(S(=O)(=O)c3ccc(Cl)c(C(F)(F)F)c3)CC2)cc1
→ 0.6%, 17%, 3%, 14%
CCn1nnc(NC(=O)C(C)Oc2ccc(Cl)cc2Cl)n1 (stereo unspecified)
→ 1.0%, -4%, 0%, -10%
Cc1cnc(NC(=O)CSc2ncc(-c3ccccc3)n2Cc2ccco2)s1
→ ?, -14%, 9%, -25%
CCOC(=O)C1CN(c2cc3c(cc2F)c(=O)c(C(=O)O)cn3CC)OC1C(=O)OCC (stereo unspecified)
→ 0.7%, 15%, 1%, -7%
CCCn1nc(NC(=O)c2ccncc2)c2cc3ccccc3nc21
→ ?, -2%, 9%, -4%
Cc1cccc(OCC(=O)Nc2ccccc2C(=O)OCc2cc(=O)n3nc(C)sc3n2)c1
→ ?, -32%, -3%, 19%[10.9 µM]
Cc1noc(C)c1-c1cc(N2CCN(C)CC2)ncn1
→ 0.2%[11.4 µM], 2%, -7%, ?
COc1ccc(C2CC(=O)c3c([nH]c(C(=O)OCc4ccccc4)c3C)C2)cc1OC (stereo unspecified)
→ ?, 10%, 5%, 1%[10.9 µM]
CC(C)(C)OC(=O)N1CCC(c2c(C(=O)N3CCN(C(=O)c4ccco4)CC3)cnn2-c2cccc(F)c2)CC1
→ 1.0%, -3%, 5%, -1%[10.9 µM]
CCc1c(C)c2c(C)nn(-c3ccccc3)c2[nH]c1=O
→ -0.6%, -5%, -20%, -9%
Cn1c(=O)c2sccc2n2c(CCC(=O)Nc3ccc(F)cc3)nnc12
→ -2.1%, 8%, 0%, -6%[10.9 µM]
Cc1cc2cc3c(cc2nc1SCC(=O)O)OCCO3
→ -6.2%, 0%, -4%, -15%
CCOc1ccc(OCC)c(NC(=O)C2CCN(S(=O)(=O)c3c(C)noc3C)CC2)c1
→ 1.6%, -3%, -6%, -24%
O=C(Nc1nc2c(F)cc(F)cc2s1)c1ccc(S(=O)(=O)N2CCc3ccccc32)cc1
→ ?, -2%, 37%[activator], 10%[10.9 µM]
Cc1ccc2onc(CC(=O)N3CCN(c4cccc(Cl)c4)CC3)c2c1
→ ?, -1%, 4%, -16%[10.9 µM]
CCN1c2ccccc2-c2nc(SCC(=O)Nc3cc(OC)cc(OC)c3)ncc2S1(=O)=O
→ -0.3%, -1%, 1%, -7%[10.9 µM]
CCc1ccc(NCc2cc3cc(OC)c(OC)cc3n(CC(=O)Nc3cc(C)ccc3C)c2=O)cc1
→ ?, -7%, -4%, -3%[10.9 µM]
CCN(CC)C(=O)CSc1nc2c(c(=O)n(C)c(=O)n2C)n1Cc1ccccc1
→ -3.3%, -4%, 6%, 6%[10.9 µM]
Clc1ccc(C2Nc3ccccc3-n3cccc32)cc1 (stereo unspecified)
→ -3.3%, 1%, -1%, -16%
Cn1c(SCc2ccc(C#N)cc2Cl)nc2ccccc21
→ -3.5%, ?, ?, -71%[inhibitor]
O=C1c2ccccc2-c2onc3c(NCCO)cc(NC4CCCCC4)c1c23
→ ?, ?, -20%, -8%[10.9 µM]
COc1cn(CC(=O)Nc2cc(C)cc(C)c2)c(CN2CCCCC2)cc1=O
→ 0.5%, -10%, 6%, -8%[10.9 µM]
CCn1c(=NC(=O)CSCC(=O)Nc2nccs2)sc2ccccc21
→ -0.5%, -1%, 2%, -7%
CCCC(C(=O)c1ccccc1)n1cncn1 (stereo unspecified)
→ -1.9%, -1%, 0%, -6%
CCS(=O)(=O)N1CCN(C(=O)c2cccnc2)CC1
→ -0.2%, 13%, 2%, -1%
COc1ccc(CNc2ncnc3ccc(-c4ccoc4)cc23)c(OC)c1
→ -2.0%[11.4 µM], -5%, 8%, 4%
O=c1c2ccccc2c(/C=N/n2cnnc2)c(O)n1-c1ccccc1F
→ 1.0%, -6%, 4%, 5%
Cc1ccc(C(C(=O)NC(C)(C)C)N(C(=O)c2csnn2)C2CC2)cc1 (stereo unspecified)
→ ., -6%, -16%, .
Cc1ccc(C(=O)N2CCCCCC2)cc1Br
→ -1.2%, 6%, 4%, -19%
COc1ccc2nc(NC(=O)c3nc(S(=O)(=O)Cc4ccccc4)ncc3Cl)sc2c1
→ ?, 5µM*, 13µM*, -44%[inhibitor][10.9 µM]

(continued)
Values run as follows: IkB signaling, p53ts 39C tox, p53ts 32C tox, Imprint erasure
COc1ccc(-n2nnnc2SCC#CCO)cc1
→ 0.7%, 3%, -5%, -20%
Cc1ccccc1-n1c(=O)cc(N2CCN(Cc3ccccc3)CC2)[nH]c1=O
→ -0.2%, 16%, 11%, -28%
O=C(NCc1ccccc1Cl)c1ccc2c(O)c(S(=O)(=O)c3ccccc3)c(=O)[nH]c2c1
→ -0.5%, -11%, -2%, -8%[10.9 µM]
COc1nc(Oc2ccc(=O)[nH]n2)nc(N2CCOCC2)n1
→ -2.2%, 4%, 5%, -8%
Cc1ccc(S(=O)(=O)c2c(C)nn(C(C)(C)C)c2OC(=O)C2CCCC2)cc1
→ 0.2%, 22%, 12%, -18%
COc1ccc(-c2nncnn2)cc1
→ ., 0%, ?, .
Cc1nc(N2CCCC2)c2c(C(=O)N3CCN(c4cccc(C)c4C)CC3)c(C)oc2n1
→ ?, 1%, 0%, 4%[10.9 µM]
O=C(Nc1ccccc1)N1CCCc2ccccc21
→ ., -12%, 11%, .
COC(=O)c1ccc(NC(=O)CSc2cn(CC(=O)N3CCCCCC3)c3ccccc23)cc1
→ ?, 3%, -1%, -17%[10.9 µM]
CCOC(=O)C1CCCN(c2c(NCC3CCCO3)c(=O)c2=O)C1 (stereo unspecified)
→ 0.5%, -2%, -2%, -7%
Cc1ccc2cc(-c3noc(C(C)(C)C)n3)c(=O)[nH]c2c1
→ -3.3%, -4%, -9%, 6%
COc1ccc(C(=O)NCCc2nc3ccccc3[nH]2)cc1
→ 5.6%, -1%, 5%, -16%[10.9 µM]
CCCSCCCNC(=O)CN1C(=O)COc2ccc(S(=O)(=O)N3CCC(C)CC3)cc21
→ 1.0%, 1%, 4%, 15%[10.9 µM]
CCOC(=O)c1c(C)c(C(=O)NCCOC)c(C)n1CC
→ -0.5%, 8%, 8%, 8%
CCOCC(=O)N1CCCC(C(=O)OCC)C1 (stereo unspecified)
→ -3.9%, 7%, 2%, -6%
Cc1ccc(OCC(=O)Nc2ccc(-c3nc4ncccc4o3)cc2)c(C)c1
→ -3.3%, -24%, -6%, -10%
COc1ccc(-c2ccc(C(=S)N3CCN(C(C)=O)CC3)o2)cc1
→ ?, 6%, 8%, -31%[inhibitor]
COc1ccccc1NC(=O)CSc1nnc(-c2ccoc2C)n1CCc1ccccc1
→ ?, -10%, 10%, -14%
O=C(O)CCSCCC(=O)O
→ ., -3%, -4%, .
O=C(CSc1nc(-c2ccccc2)cc(C(F)(F)F)n1)NCCN1CCOCC1
→ 1.8%, 16%, 3%, -6%

Complete entries as entered above. Screens in order: IkB signaling	p53ts 39C tox	p53ts 32C tox	Imprint erasure
CCOCC(=O)N1CCCC(C(=O)OCC)C1 (stereo unspecified) reads -3.9%	7%	2%	-6%
Cc1ccc2cc(-c3noc(C(C)(C)C)n3)c(=O)[nH]c2c1 reads -3.3%	-4%	-9%	6%

Going on with the list.
Values run as follows: IkB signaling, p53ts 39C tox, p53ts 32C tox, Imprint erasure
CC(C)c1cccc2cc3c(nc12)-c1cccc(=O)n1C3
→ ., -13%, -2%, -12%
O=C(NCc1cccs1)c1ccc2c(c1)sc1nc(-c3ccc(F)cc3)cn12
→ -2.3%, 9%, 5%, -19%[10.9 µM]
COc1ccccc1-c1nnc2sc(-c3cc4ccccc4o3)nn12
→ -3.6%, 14%, 4%, -26%
Cc1ccccc1Nc1nc(N)nc(CN(C)c2ccccc2)n1
→ ?, -17%, -2%, -20%
CCOc1cc(C#N)c(NC(=O)Cn2nnc3ccccc32)cc1OCC
→ 2.1%, 0%, 9%, -7%
CCOC(=O)N1CCN(C(=O)CSc2nnc(-c3cccc(OC)c3)o2)CC1
→ ?, -8%, -5%, -24%
O=C(Nc1cccc(F)c1)c1ccc2oc(=O)n(Cc3ccccc3)c2c1
→ ?, -15%, -1%, -18%[10.9 µM]
Cc1csc(SCc2nnc(-c3ccccc3Br)o2)n1
→ 0.4%, -26%, -11%, -14%
O=C(CN1CCNCC1)Nc1ccccc1Cl
→ -0.8%, -5%, -3%, -18%
CCN(CC)CCCNC(=O)CN1N=C(c2ccccc2)CCC1=O
→ 0.0%, -11%, -1%, 18%[10.9 µM]
CC/C(=C\C(=O)c1ccncc1)Nc1ccc(O)cc1
→ -1.8%, 23%, -8%, -1%
c1ccc(C[n+]2cccc(-c3cc4ccccc4[nH]3)c2)cc1
→ 3.3%[11.4 µM], 0%[9.22 µM], 2%[9.22 µM], -8%[10.9 µM]
O=C(NCCN1CCOCC1)c1ccc(Cl)c(S(=O)(=O)N2CCCCCC2)c1
→ 3.1%, -11%, -3%, -9%
CC1CCN(S(=O)(=O)c2ccc3c(c2)N(CC(=O)NCCN(C)C)C(=O)CO3)CC1
→ -1.4%, 29%, -4%, -5%[10.9 µM]

Source: PubChem (National Center for Advancing Translational Sciences (NCATS))
